AID1053144 – Wnt/beta-catenin signaling activators, dose response, cell-based, iPS-derived NPC, luciferase, Wnt3a, cherry-pick (AID 1053144); NPC TCF/LEF luciferase reporter, Wnt3a EC25, 24 h; AC30 in µM for hits, for the others activation, % at the top dose, mostly 26 µM; 3,400 tested, 4.8% active;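 active = fitted curve reaches 30% activation at a concentration no higher than the top valid tested dose, luminescence rising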;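 note: wnt3a stimulus is conditioned medium from Wnt3a-transfected mouse L cells at 5% in well; 0% = neutral control wells and 100% = CHIR-99021 positive control wells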
Active calls of the source: *.

SMILES	AID1053144
CN(C)CCCN=Cc1c(O)n(CCc2ccc(F)cc2)c(=O)[nH]c1=O	3%
Cc1oc(C(=O)Nc2ccc(O)cc2)cc1COc1ccccc1	6%

The list is partial (hit frequency here may not be typical).
